# Bioassay records: PubChem BioAssay, Sanford-Burnham Center for Chemical Genomics
# MPTP inh: inhibitors of mitochondrial permeability transition pore | hit rate 1.4% among 360,000 | inhibition, % at 10 µM | isolated mouse mitochondria, Ca2+ swelling absorbance, 30 min;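 active = inhibition of 50% or more, scaled per plate between neutral and stimulator controls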;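 note: 0% = DMSO wells given calcium and 100% = 1 mM EGTA wells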
# NR3A LBD binder: NR3A (human) ligand-binding domain modulation. NR3A LBD differential scanning fluorimetry, Tm shift; 0% = protein alone, 100% = glycine-bound protein. Tm shift relative to glycine control, % at 25 µM. hit rate 2.5% among 340,000. AID 1259313;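 active = melting temperature shift of at least 10% of the positive control shift, at one fixed dose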
# ATG4B inhibitor: inhibitors of human ATG4B cysteine protease; Q9Y4P1; ATG4B cleavage of LC3-PLA2, NBD-HPC fluorescence, 1 h; inhibition, % at 8.33 µM; hit rate 0.51% among 340,000; in the data active = inhibition above about 40%
# SENP6 block: blocks the human protease SENP6; AID 2599; Recombinant SENP6 catalytic domain, aminoluciferin luminescence; inhibition, % at 10 µM; hit rate 1.8% among 330,000; Q9GZR1;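 active = inhibition above about 50% at the single tested dose, limit read from the data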;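 note: plate controls were DMSO wells with enzyme for no effect and DMSO wells lacking enzyme for full effect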
# Target sequence (Q9GZR1 628-1112 limits assumed): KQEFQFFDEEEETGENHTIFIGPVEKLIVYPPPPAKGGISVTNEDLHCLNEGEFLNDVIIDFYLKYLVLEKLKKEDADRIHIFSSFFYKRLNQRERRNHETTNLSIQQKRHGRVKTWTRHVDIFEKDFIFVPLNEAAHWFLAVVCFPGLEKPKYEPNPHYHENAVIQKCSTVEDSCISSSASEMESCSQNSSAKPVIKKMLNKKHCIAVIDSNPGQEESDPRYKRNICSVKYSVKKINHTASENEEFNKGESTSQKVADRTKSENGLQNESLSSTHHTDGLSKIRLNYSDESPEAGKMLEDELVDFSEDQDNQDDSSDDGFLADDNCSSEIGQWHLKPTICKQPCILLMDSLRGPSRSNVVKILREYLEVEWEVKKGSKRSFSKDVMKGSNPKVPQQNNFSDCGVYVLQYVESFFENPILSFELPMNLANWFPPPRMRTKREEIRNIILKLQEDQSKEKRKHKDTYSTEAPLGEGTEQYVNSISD
# PfGluPho inh: PfG6PD (Plasmodium falciparum) enzyme inhibition. PfGluPho enzyme, NADPH resazurin-diaphorase fluorescence. inhibition, % at 20 µM. hit rate 0.78% among 350,000. AID 504690;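 active = inhibition reaching at least a set limit at 20 µM in the primary screen, cut at about 59% in these data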;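 note: 0% = DMSO wells with substrate and 100% = DMSO wells lacking glucose-6-phosphate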
# SENP8 inh: blocks human SENP8 cleavage of Nedd8 substrate | AID 602440 | hit rate 0.64% among 360,000 | inhibition, % at 20 µM | recombinant SENP8, Nedd8 substrate fluorescence | Q96LD8; in the data active = inhibition mostly above about 40%, no sharp cut-off; inactive = mostly below about 27%
# Target sequence (Q96LD8 whole entry, looked up): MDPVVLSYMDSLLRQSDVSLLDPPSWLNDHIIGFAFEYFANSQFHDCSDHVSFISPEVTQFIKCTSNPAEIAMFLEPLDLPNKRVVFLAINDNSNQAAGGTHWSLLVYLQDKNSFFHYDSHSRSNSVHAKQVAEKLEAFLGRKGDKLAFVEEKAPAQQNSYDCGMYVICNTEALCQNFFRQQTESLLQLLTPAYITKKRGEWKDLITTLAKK
# SENP7 block: SENP7 protease inhibition; Q9BQF6; recombinant SENP7, Z-RLRGG-aminoluciferin luminescence, 40 min; inhibition, % at 5 µM; AID 434973; hit rate 1.5% among 330,000;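 active = inhibition above about 50% at the single test dose, limit read from the data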;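 note: plate controls were DMSO with enzyme for no effect and no enzyme buffer wells for full effect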
# Target sequence (Q9BQF6 706-1050 limits assumed): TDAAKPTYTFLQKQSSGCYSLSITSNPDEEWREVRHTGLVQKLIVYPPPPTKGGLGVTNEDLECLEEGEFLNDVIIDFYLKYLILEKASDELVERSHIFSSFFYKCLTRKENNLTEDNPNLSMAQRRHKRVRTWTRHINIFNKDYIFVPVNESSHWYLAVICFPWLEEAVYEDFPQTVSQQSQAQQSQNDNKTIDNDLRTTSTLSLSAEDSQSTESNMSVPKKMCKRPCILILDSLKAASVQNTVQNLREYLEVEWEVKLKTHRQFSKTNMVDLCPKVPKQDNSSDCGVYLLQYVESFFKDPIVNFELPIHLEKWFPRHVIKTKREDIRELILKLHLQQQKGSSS
# HKDC1 inh: inhibitors of human hexokinase HKDC1. inhibition, % at 20 µM. hit rate 0.16% among 340,000. recombinant HKDC1, G6PDH/diaphorase resazurin coupled fluorescence. Q2TB90;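 active = inhibition above about 35% when tested at 20 µM, limit read from the data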;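 note: plate controls were DMSO wells with enzyme for no effect and DMSO wells lacking enzyme for full effect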
#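 Material – in-house recombinant HK5 (HKDC1) enzyme · Quantity – HKDC1 at 5 µg/mL · Buffer or medium – pH 8.0 Tris buffer with 10 mM MgCl2 · Reagent – glucose with 1 mM ATP · Dosing – single 20 µM dose · Times – reaction time 90 min, room temperature, protected from light · Technique – resorufin fluorescence at 613 nm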
# Starred values were filed as active, the others as inactive; i = inactive; / = not tested or not shown.
SMILES,MPTP inh,NR3A LBD binder,ATG4B inhibitor,SENP6 block,PfGluPho inh,SENP8 inh,SENP7 block,HKDC1 inh
O=C1OC(c2ccccc2)(c2cc(Br)c(O)c(Br)c2)c2ccccc21 (configuration not stated),8.6,-10,23,/,-18,5,/,7
COc1cc2c(cc1OC)CN(CC(=O)Nc1ccccc1SC)CC2,0.3,-1,-1,-27,-11,4,-11,-3
O=C(NCCc1ccccc1)C1CCN(S(=O)(=O)N2CCCCC2)CC1,0.1,0,-3,-4,10,10,-14,-3
CN1/C(=C\C=N\NC(=O)c2ccc(O)cc2)C(C)(C)c2ccccc21,4.6,-1,-6,8,-10,-274,2,-19
CCN(C(=O)CCN1C(=O)S/C(=C\c2ccccc2)C1=O)C1CCS(=O)(=O)C1 (configuration not stated),-0.7,3,-9,-1,4,22,1,1
COC(=O)[C@@]1(C)[C@H]2C(=O)N(Cc3ccccc3)C(=O)[C@H]2[C@H]2CN=C(SCc3ccc(Cl)cc3)N21,-0.6,0,-9,/,12,0,6,-1
CCS(=O)(=O)Nc1ccc(C(=O)NCCSc2ccccc2)cc1,-0.7,-5,-11,12,-32,23,-3,-12
N#C/C(=C\c1ccc(-c2ccc(S(=O)(=O)N3CCOCC3)cc2)o1)C(=O)NC1CC1,1.4,1,-16,/,4,-223,/,7
CCOC(=O)N1CCC(N2CCN(S(=O)(=O)c3ccc(Cl)cc3)CC2)CC1,2.7,-4,-12,11,1,2,-3,-16
CC(C)(C)NC(=O)Cn1cnc([N+](=O)[O-])n1,0.1,1,2,-19,-14,12,-1,13
Nc1nc2ccccc2n1/N=C/c1ccc(Br)cc1,-0.4,1,-6,76*,66*,13,-1,0
CC(C#N)(NC(=O)CN1CCN(S(=O)(=O)c2ccccc2Cl)CC1)C1CC1 (configuration not stated),-0.4,1,1,-8,2,2,4,-3
S=c1[nH]nc(C2CCCCC2)o1,-0.5,1,-3,-11,6,9,0,-10
COc1cc(N=Nc2ccc(C(=O)N(C)C)cc2)c(C)cc1N,-0.6,-2,6,/,-14,19,/,16
O=C1/C(=C/N(C(=O)c2ccco2)c2ccc(Cl)cc2)Sc2ccccc21,-0.1,3,3,/,11,-152,/,5
Cc1noc(C)c1S(=O)(=O)N1CCC2(CC1)OCCO2,0.3,4,-13,-3,6,9,-5,6
CCCN1CCC(N2CCCC(C(=O)O)C2)CC1 (configuration not stated),-1.8,4,-1,3,3,13,6,-12
COc1cc(CNCCc2ccccc2)cc(Br)c1OCC(=O)Nc1ccccc1C,3.3,-1,-5,-1,-9,11,4,0
Cc1ccc[n+](CC(=O)c2ccc(Br)cc2)c1C,-1.1,0,6,2,-7,1,-12,2
O=S(=O)(c1ccc(F)cc1F)N1CCN(CCO)CC1,1.9,13*,2,/,11,16,/,-3
CCOc1ccc(-c2nnn(CC(=O)NCc3ccco3)n2)cc1,2.4,-2,5,-7,4,32,7,4
CCOc1cccc(/C=C(\C#N)C(=O)NC2CC2)c1,3.1,1,-1,-26,3,-7,2,1
CNC(=S)NNC(=O)c1ccc(=O)n(Cc2ccc(Cl)cc2Cl)c1,-1.6,-3,11,-16,-10,3,-4,-9
O=C(NC(Cc1ccccc1)C(=O)O)/C(=C\c1ccc(F)cc1)NC(=O)c1ccco1 (configuration not stated),-1.0,-1,-3,2,9,-22,9,-4
COc1cccc(-n2nc(-c3ccnn3-c3cccc(Cl)c3)c(=O)n(C)c2=O)c1,2.5,0,-3,-24,-2,-26,-5,-12

# In another format: results already given.
Compound | MPTP inh | NR3A LBD binder | ATG4B inhibitor | SENP6 block | PfGluPho inh | SENP8 inh | SENP7 block | HKDC1 inh
CC(C)(C)NC(=O)Cn1cnc([N+](=O)[O-])n1 | 0.1 | 1 | 2 | -19 | -14 | 12 | -1 | 13
Nc1nc2ccccc2n1/N=C/c1ccc(Br)cc1 | -0.4 | 1 | -6 | 76* | 66* | 13 | -1 | 0

# The list continues:
SMILES,MPTP inh,NR3A LBD binder,ATG4B inhibitor,SENP6 block,PfGluPho inh,SENP8 inh,SENP7 block,HKDC1 inh
COc1ccc(CCNC(=O)[C@H](CCSC)NC(=O)N2CCn3c2nc2ccccc23)cc1OC,-1.2,-3,-1,-2,-8,18,0,1
Cc1ccc(NC(=O)c2sc3ncnc(N4CCN(c5ccccn5)CC4)c3c2C)c(C)c1,-0.1,3,-4,16,5,5,-7,1
c1cncc(CNc2ncnc3ccc(-c4ccc5c(c4)OCCO5)cc23)c1,0.5,2,2,2,9,i,-1,-1
COc1ccc(C)cc1NC(=O)CSc1ccc(-c2sc(C)nc2C)nn1,0.3,-1,2,-7,24,10,0,5
Cc1ccc(-c2nn(-c3ccccc3)cc2/C=N/NC(=O)c2ccc3c(c2)OCO3)cc1,-1.6,-6,-6,4,1,-33,-4,-2
O=C(c1ccccc1)c1ccc2ccccc2c1,-0.1,0,10,/,16,15,/,-1
COc1ccc(Br)cc1/C=N/NC(=O)c1ccc(COc2ccc3c(c2)CCC3)o1,-1.3,-6,-8,-3,15,-32,-13,-6
OC(CNCCc1ccc(C(F)(F)F)cc1)COc1cccc2ccccc12 (configuration not stated),1.4,-3,-10,-11,31,0,0,3
COC(=O)c1cc(OC)c(OC)cc1NC(=S)N1CCC(C(N)=O)CC1,-0.4,2,-5,9,-16,-18,6,5
O=C(COc1ccc2c3c(c(=O)oc2c1)CCC3)N[C@@H](CSCc1ccccc1)C(=O)O,-1.1,-2,-7,0,-26,10,-4,3
CCOC(=O)C1=CN(Cc2cccc(F)c2)S(=O)(=O)N(C)C1c1ccccc1 (configuration not stated),-2.1,-3,8,/,21,15,0,3
COc1ccccc1NC(=O)Cn1cnc2c1c(=O)n(C)c(=O)n2C,-4.7,0,-9,9,-19,25,-7,4
C#CCNC(=O)C1=C[C@H](c2csc3ccccc23)C[C@H](OCc2ccc(CO)cc2)O1,0.1,-8,-9,-18,8,8,1,1
CC(C)n1nnnc1SCC(=O)NCc1ccco1,-5.1,0,0,-4,19,16,1,0
O=C(CSCCO)Nc1ccc(C23CC4CC(CC(C4)C2)C3)cc1,12,-11,-13,-9,-3,27,10,-9
COc1ccc(-c2ccc3c(N)c(C(=O)NC(C)C)sc3n2)cc1OC,1.8,2,-7,-3,39,-470,2,-1
CCOC(=O)C1=C(O)/C(=C\c2ccc(CNC(=O)C(=O)Nc3ccccc3)o2)N=C1C,-8.1,-1,1,-2,4,-7,1,6
O=C(O)c1cc2nccc(-c3ccco3)n2n1,-0.1,-1,-3,8,-22,-443,2,-3
O=c1[nH]cnc2sc3c(c12)CCCC3,-0.3,0,-5,5,8,3,2,13
O=C(NN1C(=O)/C(=C\c2cccnc2)SC1=S)C(c1ccccc1)c1ccccc1,4.9,3,-2,-2,-15,11,1,8
CC(C)(C)c1ccccc1NC(=O)NC1CCN(Cc2c(F)cccc2Cl)CC1,2.4,-2,5,4,-4,26,-2,-5
Cc1ncc(CO)c(CNc2ccc(-c3nc4ccccc4[nH]3)cc2)c1O,0.7,0,0,22,-2,-244,22,-4
Cn1c(SCC(=O)NCc2ccco2)nnc1-c1ccccc1,-3.3,-7,-9,-4,-10,12,3,-3
O=C(Nc1cc2c(oc1=O)CCCC2=O)c1cccc(Cl)c1,0.0,-1,1,7,-9,10,-13,12
Cc1cc(CN(C)C(=O)CCc2nnc(Cc3cccc(C(F)(F)F)c3)o2)on1,0.8,0,0,-23,-4,-2,10,-10
# The listing continues:
SMILES,MPTP inh,NR3A LBD binder,ATG4B inhibitor,SENP6 block,PfGluPho inh,SENP8 inh,SENP7 block,HKDC1 inh
CC(=O)c1cccc(NC(=O)c2cccc(NC(=O)c3ccco3)c2)c1,0.2,-7,-6,-2,-10,6,8,6
O=S(=O)(NCc1cccs1)NCc1ccccc1F,1.5,1,-8,5,2,2,7,-13
O=C1c2ccccc2C(=O)N1CCC(O)C[N+](=O)[O-] (configuration not stated),-1.1,2,7,4,-5,13,2,-3
CCCCn1c(SCC(=O)c2ccc(OC)cc2OC)nc2cc(S(N)(=O)=O)ccc21,-1.8,-8,-14,-1,96*,12,5,6
CCc1noc(C)c1C(=O)N1CCSC1=Nc1cccc(Cl)c1C,1.4,-7,-8,-7,20,4,-2,3
COc1ccc(C=O)cc1OC(=O)N1CCOCC1,-1.0,-1,12,-6,-7,9,-9,-6
O=C(O)/C=C/C(=O)Nc1ccc(NC(=O)c2ccccc2)c(Cl)c1,-0.6,-1,0,-34,-24,-13,-5,6
c1ccc(OCCOCCN2CCN(C(c3ccccc3)c3ccccc3)CC2)cc1,0.7,-1,0,-14,-7,15,3,-10
COc1ccc(NC(=O)c2cccc(N3C(=O)C4C5CCC(C5)C4C3=O)c2)cc1 (configuration not stated),-0.6,-5,-5,-25,5,4,-15,-5
CC(=O)c1ccc(NC(=O)C(C)NCc2ccccc2Cl)cc1 (configuration not stated),-0.1,-5,-9,2,-3,-23,6,-3
COc1cnn(-c2ccc(Br)cc2)c(=O)c1SCc1ccccc1,0.3,15*,-1,-18,17,4,-5,-1
Cc1nn(-c2ccccc2)c2c1C(c1cccc([N+](=O)[O-])c1)N(c1ccccc1)C(=O)N2 (configuration not stated),-1.0,-1,9,1,18,23,3,0
CC(C)COc1ccc(C(=O)N/C(=C/c2cccc([N+](=O)[O-])c2)C(=O)O)cc1,1.1,1,-2,-15,-18,13,-1,0
COc1ccc(C2c3ccc(O)cc3Oc3ncn(CC(C)C)c(=N)c32)cc1 (configuration not stated),0.1,2,5,-23,5,17,-3,-5
Cc1ccc(NC(=O)CCS(=O)(=O)c2ccccc2)cc1S(=O)(=O)N1CCOCC1,0.7,0,-9,-2,-3,4,-10,-4
O=C(OCc1nnc(-c2ccccc2)o1)c1ccc(-n2cnnn2)cc1,-0.9,0,0,-5,3,2,-9,1
CC1CC(C)CN(c2ncc3c(n2)CC(c2ccccc2Cl)CC3=O)C1 (configuration not stated),3.3,0,-11,-18,22,-70,-7,1
Cc1cc(OC2CCCCC2)nc(-c2ccccc2O)n1,2.4,-3,5,-5,-12,0,3,-1

# For reference, 15 of the compounds above:
SMILES,MPTP inh,NR3A LBD binder,ATG4B inhibitor,SENP6 block,PfGluPho inh,SENP8 inh,SENP7 block,HKDC1 inh
Nc1nc2ccccc2n1/N=C/c1ccc(Br)cc1,-0.4,1,-6,76*,66*,13,-1,0
CC(C#N)(NC(=O)CN1CCN(S(=O)(=O)c2ccccc2Cl)CC1)C1CC1 (configuration not stated),-0.4,1,1,-8,2,2,4,-3
S=c1[nH]nc(C2CCCCC2)o1,-0.5,1,-3,-11,6,9,0,-10
COc1cc(N=Nc2ccc(C(=O)N(C)C)cc2)c(C)cc1N,-0.6,-2,6,/,-14,19,/,16
O=C1/C(=C/N(C(=O)c2ccco2)c2ccc(Cl)cc2)Sc2ccccc21,-0.1,3,3,/,11,-152,/,5
Cc1noc(C)c1S(=O)(=O)N1CCC2(CC1)OCCO2,0.3,4,-13,-3,6,9,-5,6
CCCN1CCC(N2CCCC(C(=O)O)C2)CC1 (configuration not stated),-1.8,4,-1,3,3,13,6,-12
COc1cc(CNCCc2ccccc2)cc(Br)c1OCC(=O)Nc1ccccc1C,3.3,-1,-5,-1,-9,11,4,0
Cc1ccc[n+](CC(=O)c2ccc(Br)cc2)c1C,-1.1,0,6,2,-7,1,-12,2
O=S(=O)(c1ccc(F)cc1F)N1CCN(CCO)CC1,1.9,13*,2,/,11,16,/,-3
CCOc1ccc(-c2nnn(CC(=O)NCc3ccco3)n2)cc1,2.4,-2,5,-7,4,32,7,4
CCOc1cccc(/C=C(\C#N)C(=O)NC2CC2)c1,3.1,1,-1,-26,3,-7,2,1
CNC(=S)NNC(=O)c1ccc(=O)n(Cc2ccc(Cl)cc2Cl)c1,-1.6,-3,11,-16,-10,3,-4,-9
O=C(NC(Cc1ccccc1)C(=O)O)/C(=C\c1ccc(F)cc1)NC(=O)c1ccco1 (configuration not stated),-1.0,-1,-3,2,9,-22,9,-4
COc1cccc(-n2nc(-c3ccnn3-c3cccc(Cl)c3)c(=O)n(C)c2=O)c1,2.5,0,-3,-24,-2,-26,-5,-12
